MmCpn inh = Inhibitors of TCP-1 ring complex (TRiC) of Methanococcus maripaludis (MmCpn): qHTS; purified Mm-Cpn ATPase, ADP Transcreener TR-FRET; Potency, µM (top dose mostly 76.9 µM), inactives show at the highest dose activity, negative = inhibition, actives largely listed as inhibitors; 0.031% of 330,000 active; further: potency means the concentration at half of the fitted maximal effect; on the % scale 0 is the no-effect control and ±100 the full control effect; nearly all actives have a fitted effect of over 80% in size
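Quantitative HTS used 25 nM Mm-CPN and 10 uM ATP in magnesium/KCl Tris buffer, pH 7.4, with 1 mM DTT. Hydrolysis ran 30 min at 37°C; ADP was read by HTRF.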
TGFb inhibitor = qHTS for Inhibitors of TGF-b | HepG2 CAGA-GFP TGF-b/SMAD3 reporter, GFP fluorescence, 18 h; TGF-beta stimulated, 500 pg/mL final | Potency, µM (titrated, usually from 46.1 µM), without a hit: at the top dose activity, negative = inhibition, most hits filed as inhibitors | 1.2% of 410,000 active; further: potency means the concentration at half of the fitted maximal effect; on the % scale 0 is the no-effect control and ±100 the full control effect; nearly all actives have a fitted effect of over 65% in size
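TGF-beta reporter screen: HEPG2 CAGA-GFP, 1% FBS, 500 pg/mL TGF-beta final, 18 h; per-cell GFP summed per well; curves fitted and categorized by class.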
pAkt inh = HTS Assay for Inhibitors of Akt Phophorylation: Primary Screen | 0.32% of 360,000 active | activity change, % for hits at 50 µM | AID 651550, 2012 | Neuro2A IGF-stimulated pAkt S473 HTRF, 20 min; active compounds read low; in the data active means activity change below about -80%; inconclusive means mostly about -51% to -80%; further: on the % scale 0 is the no-effect control and ±100 the full control effect
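Neuro2A cells in DMEM with 0.5% FBS, overnight at 37 deg C, given compound at single 50 µM final, then IGF (6 nM final) for 20 min at 37 deg C. Lysed; phospho-Akt Ser473 by HTRF after 24 h, 665/615 ratio.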
EPAC2 agonist = qHTS for Agonist of cAMP-regulated guanine nucleotide exchange factor 4 (EPAC2): primary screen; Rap guanine nucleotide exchange factor 4 (Homo sapiens), Q8WZA2; EPAC2 activation, biochemical qHTS; response scale: 100% = 6.5 mM cAMP response; Potency, µM (doses to about 154 µM), inactives show at the top dose activation, most hits filed as activators; 0.079% of 360,000 active; further: potency means the concentration at half of the fitted maximal effect; nearly all actives have a fitted effect of over 50% in size
Target sequence (Q8WZA2 whole entry, looked up): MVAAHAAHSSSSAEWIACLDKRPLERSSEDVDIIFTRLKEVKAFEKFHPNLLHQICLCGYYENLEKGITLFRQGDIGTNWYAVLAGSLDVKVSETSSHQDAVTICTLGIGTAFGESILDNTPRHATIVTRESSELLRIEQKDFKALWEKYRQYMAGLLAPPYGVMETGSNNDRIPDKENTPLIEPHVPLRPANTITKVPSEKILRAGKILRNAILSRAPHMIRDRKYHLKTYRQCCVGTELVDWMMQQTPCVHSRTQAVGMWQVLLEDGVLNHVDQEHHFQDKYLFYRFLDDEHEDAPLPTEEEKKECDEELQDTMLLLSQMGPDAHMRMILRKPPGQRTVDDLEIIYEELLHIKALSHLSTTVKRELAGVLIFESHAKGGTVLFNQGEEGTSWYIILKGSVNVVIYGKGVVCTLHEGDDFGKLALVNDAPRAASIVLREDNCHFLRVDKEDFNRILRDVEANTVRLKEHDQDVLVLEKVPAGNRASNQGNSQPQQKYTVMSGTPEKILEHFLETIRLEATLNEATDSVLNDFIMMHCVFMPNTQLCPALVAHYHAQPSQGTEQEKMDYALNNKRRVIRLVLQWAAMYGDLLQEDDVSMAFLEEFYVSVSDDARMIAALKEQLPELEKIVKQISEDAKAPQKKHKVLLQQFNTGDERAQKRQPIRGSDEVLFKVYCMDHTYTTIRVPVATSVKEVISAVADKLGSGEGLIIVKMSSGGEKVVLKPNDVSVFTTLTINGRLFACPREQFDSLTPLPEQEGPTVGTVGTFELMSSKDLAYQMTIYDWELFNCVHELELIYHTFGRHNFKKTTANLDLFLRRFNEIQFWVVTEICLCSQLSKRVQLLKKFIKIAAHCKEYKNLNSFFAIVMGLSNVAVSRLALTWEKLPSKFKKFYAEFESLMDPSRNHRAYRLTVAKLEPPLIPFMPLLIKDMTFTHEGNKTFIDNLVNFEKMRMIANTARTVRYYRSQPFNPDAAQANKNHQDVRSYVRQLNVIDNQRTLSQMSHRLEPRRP
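Compounds were added across a concentration range to EPAC2 (100 nM), RAP1B-BODIPY-GDP (250 nM) and GDP (50 uM). After 5 min at room temperature, fluorescence was recorded at 5-min intervals for 30 min.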
Nrf2 ARE act = qHTS of Nrf2 Activators | AREc32 ARE-luciferase reporter (MCF7-derived line), luminescence, 24 h | Potency, µM (titrated, usually from 46.1 µM), without a hit: at the top dose activation, usual class: activators | 0.31% of 410,000 active; further: potency means the concentration at half of the fitted maximal effect; % of control where 0% means no effect; nearly all actives have a fitted effect of over 65% in size
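AREc32 cells carrying an ARE-driven firefly luciferase, 1000 cells/well in OPTI-MEM with 5% FBS, dosed after overnight attachment and incubated 24 hr at 37 deg C. Steady-Glo luminescence read after 30 min at RT.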
Nrf2 block = Nrf2 qHTS screen for inhibitors; A549 ARE-Fluc reporter, luciferase luminescence, 18-24 h; Potency, µM (top dose mostly 46 µM), for inactives: at the highest dose activity change, negative = inhibition, hits mostly inhibitors; 2.1% of 360,000 active; further: potency means the concentration at half of the fitted maximal effect; on the % scale 0 is the no-effect control and ±100 the full control effect; nearly all actives have a fitted effect of over 60% in size
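Cells were seeded and rested 2 h, then exposed to compounds for 18-24 h. CellTiter-Fluor was read first as a viability measure. BugLite was added 15 min before the final luminescent read of ARE-luciferase activity in A549 cells.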
EPAC2 antag = qHTS for Antagonist of cAMP-regulated guanine nucleotide exchange factor 2 (EPAC2): primary screen | AID 720708, 2013 | 0.18% of 360,000 active | EPAC2 GEF exchange of Rap1B-BODIPY-GDP, fluorescence | Potency, µM (titrated, usually from 114 µM), for inactives: at the highest dose activity, negative = inhibition, actives largely listed as inhibitors; further: potency means the concentration at half of the fitted maximal effect; on the % scale 0 is the no-effect control and ±100 the full control effect; nearly all actives have a fitted effect of over 45% in size; many of its hits are not listed in these tables
CCT modulator = High-Throughput Screening for Modulators of Cytosolic Chaperonin Activity; 0.3% of 360,000 active; activity change, % (concentration not given with the values), hits read low; purified chaperonin ATPase assay, HTRF ADP detection, 30 min; in the data active means activity change below about -30%; further: on the % scale 0 is the no-effect control and ±100 the full control effect
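TRiC (40 or 20 nM final, by batch activity) in 30 mM Tris pH 7.4, 100 mM KCl, 5 mM MgCl2, 1 mM DTT was treated with compound at 76 uM single dose, then 10 uM ATP, 30 min at 37 °C. ADP was read by HTRF Transcreener.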
A549 tox = Nrf2 qHTS screen for inhibitors: counterscreen for cytotoxicity. 0.16% of 390,000 active. A549 ARE-Fluc cells, CellTiter-Fluor viability, 18-24 h. Potency, µM (highest dose often 46 µM), for the others: at the highest dose activity change, negative = cytotoxicity, hits mostly inhibitors. AID 504648, 2011; further: potency means the concentration at half of the fitted maximal effect; on the % scale 0 is the no-effect control and ±100 the full control effect
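A549 ARE-Fluc cells in 5% FBS OPTI-MEM, 5000 cells/well, rested 2 h then exposed to compounds in concentration-response for 18-24 h at 37 °C. Viability by CellTiter-Fluor fluorescence (Ex 405/Em 525) after 30 min; luciferase luminescence (BugLite, 15 min, RT) read afterwards.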
Active calls of the source: *; i = inactive; ? = inconclusive; / = no result given; [ ] = another dose, or the depositor's remark. Unless noted, the call rests on the fitted dose curve; in most records, active means well fitted curve in the direction sought with a large enough effect; inconclusive means small, poorly fitted or top-dose-only effect, or another doubt; inactive means no such curve, though single readings can be large; an effect the other way counts as inactive or inconclusive.

SMILES | MmCpn inh | TGFb inhibitor | pAkt inh | EPAC2 agonist | Nrf2 ARE act | Nrf2 block | EPAC2 antag | CCT modulator | A549 tox
CCCCC(=O)O | / | 2% | i | 2% | 0.1% | 12% | 0% | -3.7 | -7%
COC(=O)Cc1cnc(NC(=O)C2C3CCC(C3)C2C(=O)O)s1 (configuration not stated) | 1% | 2% | i | 6% | 0.0% | 11% | -4% | -1.6 | 7%
CC1NC(=O)c2cc3ccccc3cc2-n2c1nc1cc(Cl)ccc1c2=O (configuration not stated) | / | -10% | i | -14% | 3.6% | / | 22% | 1.8 | /
O=C(NCCN1CCNC1=O)C1CCC(=O)N(CCc2ccc(Cl)cc2)C1 (configuration not stated) | 0% | -3% | i | 0% | 0.1% | ? | -10% | -1.2 | 1%
Cc1[nH]n(-c2ccc(F)cc2)c(=O)c1C=Nc1ccc(S(=O)(=O)N(C)C)cc1 | 0% | 5% | i | 2% | -0.4% | 16% | -1% | -1.5 | -3%
CC(=O)c1ccc(N2CCN(S(=O)(=O)c3ccc4c(c3)CC(C)N4C(=O)C3CC3)CC2)cc1 (configuration not stated) | -15% | -5% | i | 7% | -0.8% | 5.8µM* | 6% | -6.7 | -17%
Cc1cccc(C)c1OCC(O)CNC(C)(C)C (configuration not stated) | 0% | 0% | i | 10% | 0.4% | 2% | -2%[57.1 µM] | -3.9 | ?
CC1=CC(=O)Nc2ccccc2S1 | / | -4% | i | 13% | 24% | 1% | -5% | -3.5 | -13%
COc1ccc(C)cc1N(CC(N)=O)S(=O)(=O)c1ccc(C)cc1 | -2% | -2% | i | 10% | -0.6% | -8% | -4% | 0.0 | 0%
COc1cc(/C=N/NC(=O)NC23CC4CC(CC(C4)C2)C3)ccc1O | 0% | -3% | i | -3% | 4.3% | -3% | -19% | -5.6 | -5%
Cc1ccc2nc(SCC(=O)Nc3ncccn3)[nH]c2c1 | 3% | -1% | i | 10% | 0.5% | 11% | -1% | -0.1 | 0%
CCCN(CCC)CCNC(=O)c1cc2c(=O)n(CC)c3ccccc3c2s1 | 1% | -5% | i | 0% | 0.0% | ? | -3% | -3.2 | 6%
CC(C)c1nc2c(c(=O)c3ccccc3n2C)c(=O)n1CCc1ccccc1 | -3% | ? | i | 5% | -0.7% | -17% | -12% | -2.8 | -15%
COc1ccc(OC)c(S(=O)(=O)NC(=O)C2(C)CCN2C(=O)Cc2ccc(Cl)cc2Cl)c1 (configuration not stated) | / | 10% | i | 17% | 0.3% | / | -2% | 0.0 | /
COc1ccc(N2CCN(C(=O)CCNS(=O)(=O)c3ccc(Br)s3)CC2)cc1 | 0% | -6% | i | 11% | 3.3% | / | 11% | -1.8 | -1%
O=C(NCc1ccccc1)C(=O)Nc1cccc(C(=O)O)c1 | -1% | 11% | i | 1% | -3.9% | ? | 16% | 0.7 | 1%
CCOC(=O)C1C(C(=O)OC)=C(c2ccc(F)cc2)c2ccccc2N1S(=O)(=O)C(F)(F)F (configuration not stated) | 0% | -20% | i | -1% | -0.6% | -21% | -18% | -0.2 | -11%
COc1ccc2[nH]c3ccccc3c2c1 | 1% | 1% | / | -7%[15.6 µM] | 15% | 16% | -11% | -6.3 | -7%
O=C(Oc1cc(Cl)ccc1Cl)c1ccc(N2CCOCC2)c([N+](=O)[O-])c1 | -2% | -3% | i | 4% | 0.3% | 20% | -5% | -3.8 | -5%
CSC(=O)NC(=O)NC(=O)c1ccc([N+](=O)[O-])cc1 | 1% | -16% | i | -1% | 0.0% | 7% | 1% | -3.0 | -2%
CC(C)CC(=O)N1c2nc(C(C)C)nn2C2(CCCCC2)[C@@H]2CCCC[C@@H]21 | / | -5% | / | / | -0.6% | 5% | / | / | -3%
C=CCN1C(=O)C2C(C(=O)NC3CCCC3)C3(C)C=CC2(O3)C1C(=O)NC1CCCC1 (configuration not stated) | -2% | -2% | i | 3% | 0.0% | -5% | -3% | -0.3 | 4%
O=C(O)CCc1ccc(-c2ccccc2)n1NC(=O)c1sc2ccccc2c1Cl | 1% | -3% | i | -3% | 0.2% | 7% | -3% | -4.6 | -14%
CCOC(=O)c1cccc(NC(=O)COc2nsnc2N2CCOCC2)c1 | 0% | -10% | i | 1% | -0.1% | ? | -10% | 0.0 | -3%
CCSc1nnc(N2C(=O)C(O)=C(C(=O)c3ccco3)C2c2cccc(OC)c2)s1 (configuration not stated) | -21% | 3% | i | -35%[inhibitor] | 20% | 19% | -16% | 2.9 | 0%
O=C(CSCc1c(F)cccc1Cl)NCc1cccnc1 | 1% | -2% | i | 0% | -0.2% | 7% | 5% | 1.2 | -3%
COc1cc(C(=O)Nc2nnc(Cc3ccccc3)s2)cc(OC)c1OC | -1% | -4% | i | 21% | 2.0% | ? | -11% | -1.4 | 1%
CC(=O)N1c2ccc(S(=O)(=O)N3CCCC3)cc2CC1C(=O)NCc1ccc(OC(C)C)cc1 (configuration not stated) | 2% | 18% | i | 1% | -1.8% | 42% | -4% | -2.0 | -10%
CC1CCCCN1CC(=O)Nc1ccc2c(c1)OC(F)(F)O2 (configuration not stated) | -1% | -1% | i | 0% | 0.1% | 13% | 1% | 0.4 | 2%
O=C(Cn1nc(C(F)(F)F)c2c1CCCCC2)N1CCOCC1 | -1% | ? | i | -7% | -0.4% | / | 4% | 0.2 | -3%
COc1ccc(-c2nn(CCC(=O)O)cc2/C=C2\SC(N)=NC2=O)cc1OC | 0% | 10% | i | -3% | 0.3% | 7% | -7% | 0.0 | -5%
Cc1cc2ncn(C3CC(O)C(CO)O3)c2cc1C (configuration not stated) | / | -4% | i | 4% | -0.5% | 1% | -5% | -0.7 | -3%
O=S(=O)(c1cccc(-c2n[nH]c(=S)n2-c2ccc(OC(F)(F)F)cc2)c1)N1CCOCC1 | -16% | 7% | i | -1% | 0.3% | -20% | 4% | 0.8 | 1%
CCOC(=O)c1cn(Cc2ccccc2)c2cc(C)nn2c1=O | -7% | 4% | i | -2% | -1.3% | -16% | -1% | 0.0 | -6%
CN(CC(=O)Nc1ccccc1C(F)(F)F)C(=O)c1ccc2c(=O)n3c(nc2c1)CCC3 | 1% | -9% | i | 10% | 0.5% | 9% | 10% | 0.1 | 9%
CCN(CC)Cc1nc2c(c(=O)[nH]1)C(CC)(CC)Cc1ccccc1-2 | -5% | ? | i | 1% | 0.1% | 1% | 0% | -0.7 | 3%
CCCC1(c2ccccc2)NC(=O)N(CC(=O)NCC2COc3ccccc3O2)C1=O (configuration not stated) | -4% | -6% | i | 4% | -0.2% | -8% | -6% | -3.2 | 16%
O=C(C1CCCN1C(=O)c1cccs1)N1CCc2ccccc21 (configuration not stated) | 1% | 0% | i | 2% | 7.8% | 1% | 10% | 2.5 | -9%
Cc1cc(C)c(C)c(C(=O)CSc2nnc(-c3ccc4[nH]c(C)c(C)c4c3)o2)c1C | 0% | -8% | i | -10% | -0.6% | 12µM* | 2% | 0.8 | ?
Cc1ccc(CNC(=O)CN2C(=O)NC(C)(c3ccccc3Cl)C2=O)cc1 (configuration not stated) | 0% | 8% | i | 0% | 0.0% | -7% | 17% | -0.1 | 0%
Cc1cccc(Cn2cc(C(=O)c3ccccc3)c(=O)c3cc4c(cc32)OCO4)c1 | / | 0% | / | / | -1.0% | ? | / | / | -2%
CC1(C(=O)NS(C)(=O)=O)CCN1C(=O)Cc1ccc(-c2ccccc2)cc1 (configuration not stated) | / | 5% | i | 6% | -0.5% | / | -1% | -1.2 | /
CC1CC(=O)Nc2ccccc2N1S(=O)(=O)c1ccc(C(F)(F)F)cc1 (configuration not stated) | -7% | 16% | i | -3% | 0.2% | 4% | -5% | -0.5 | 8%
CCn1c(=O)cc(OCC(=O)N2CCN(c3cccc(Cl)c3)CC2)c2ccccc21 | / | -4% | / | / | 3.5% | 7% | / | / | 11%
CCOC(=O)CCN(Cc1cccs1)S(=O)(=O)c1ccc(F)cc1 | -2% | 5% | i | 4% | -0.2% | / | 2% | 0.0 | 5%
Cn1c(CSCc2ccc(Cl)cc2)nnc1SCC(=O)Nc1nc2ccccc2s1 | 1% | -6% | i | 5% | 1.8% | 4% | -5% | -0.5 | 15%
O=C(CCNc1ccc(Cl)cc1)c1cccs1 | 0% | -17% | i | -11% | ? | 23% | 11% | -0.6 | -1%
N#Cc1ccc(Oc2ccc(S(=O)(=O)N3CCCC3)cn2)cc1 | -4% | 0% | i | 2% | -0.4% | -16% | 4% | -0.7 | 1%
[O-]/[N+](=C\c1ccc(OC(F)F)cc1)c1ccccc1 | -1% | -19% | i | -10% | 0.7% | ? | 14% | -0.3 | -9%

Some of the entries so far, with tabs:
structure	MmCpn inh	TGFb inhibitor	pAkt inh	EPAC2 agonist	Nrf2 ARE act	Nrf2 block	EPAC2 antag	CCT modulator	A549 tox
COc1ccc(C)cc1N(CC(N)=O)S(=O)(=O)c1ccc(C)cc1	-2%	-2%	i	10%	-0.6%	-8%	-4%	0.0	0%
Cc1cc2ncn(C3CC(O)C(CO)O3)c2cc1C (configuration not stated)	/	-4%	i	4%	-0.5%	1%	-5%	-0.7	-3%
COc1ccc2[nH]c3ccccc3c2c1	1%	1%	/	-7%[15.6 µM]	15%	16%	-11%	-6.3	-7%

Screening results from PubChem BioAssay.

Some of the compounds tested (hit frequency here may not be typical).
